PAD4 inh = PAD4 (human) enzyme inhibition | Q9UM07 | recombinant PAD4, RCA probe fluorescence polarization | inhibition, % at 6.36 µM | hit rate 0.41% among 330,000 | AID 485272;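 active means percent inhibition above a cutoff equal to the mean of all tested compounds plus 3 SD, cut at about 15% in these data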;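 further: 0% = PAD4 with RCA probe and DMSO and 100% = probe without PAD4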
PAFAH1B3 inh = blocks human PAF acetylhydrolase 1B catalytic subunit 3; Q15102; recombinant PAFAH1B3, FP-rhodamine probe, fluorescence polarization; inhibition, % at 3.39 µM; hit rate 0.28% among 340,000;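 active means inhibition above the screen-wide average of all tested compounds plus 3 SD, cut at about 25% in these data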;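 further: 0% = enzyme with DMSO only and 100% = wells lacking PAFAH1B3 protein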
pPAFAH FP inh = pPAFAH (human) enzyme inhibition | inhibition, % at 3.39 µM | recombinant pPAFAH, FP-rhodamine probe fluorescence polarization | AID 463082 | hit rate 1.5% among 330,000 | Q13093;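 active means inhibition above the mean inhibition across the screen plus 3 SD, cut at about 25% in these data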;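 further: inhibitors block binding of the rhodamine activity-based probe so polarization drops; 0% = enzyme with DMSO and 100% = wells lacking pPAFAH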
PME-1 inh = blocks human protein phosphatase methylesterase 1; hit rate 0.53% among 320,000; Q9Y570; recombinant PME-1, FP-Rh probe fluorescence polarization; inhibition, % at 5.9 µM;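 active means inhibition above the campaign mean of all compounds plus 3 SD, cut at about 26% in these data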;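 further: competitive labeling of PME-1 active site by serine hydrolase directed probe; 0% = PME-1 with DMSO and 100% = wells lacking PME-1 enzyme; inhibitors block probe labeling so polarization falls and inhibition rises; many of its hits are not listed in these tables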
PAFAH1B2 inh = inhibitors of human PAFAH1B2 | inhibition, % at 3.39 µM | recombinant PAFAH1B2, FP-rhodamine activity probe, fluorescence polarization | hit rate 1.2% among 340,000;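 active means inhibition above the mean of all tested compounds plus 3 SD, cut at about 24% in these data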;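 further: 0% = enzyme with DMSO and 100% = wells lacking PAFAH1B2; many of its hits are not listed in these tables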
LYPLA1 counter = LYPLA1 (human) inhibition in PME1 counter-screen; O75608; recombinant LYPLA1, FP-Rh probe fluorescence polarization; inhibition, % at 5.9 µM; hit rate 0.16% among 320,000; AID 2174;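 active means inhibition above the mean of all tested compounds plus 3 SD, set per campaign, cut at about 14% in these data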;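 further: inhibitors block serine hydrolase probe labeling of LYPLA1 so polarization falls; 0% = enzyme with DMSO and 100% = wells lacking LYPLA1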
PREPL inhibitor = inhibits the human prolyl oligopeptidase-like enzyme; Q4J6C6; inhibition, % at 5.96 µM; hit rate 0.68% among 320,000; AID 2751; recombinant PREPL, fluorescence polarization activity-based probe; in the data active means inhibition above about 43%;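 further: 0% = enzyme with DMSO and 100% = wells lacking enzyme; many of its hits are not listed in these tables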
Target sequence (Q4J6C6 whole entry, looked up): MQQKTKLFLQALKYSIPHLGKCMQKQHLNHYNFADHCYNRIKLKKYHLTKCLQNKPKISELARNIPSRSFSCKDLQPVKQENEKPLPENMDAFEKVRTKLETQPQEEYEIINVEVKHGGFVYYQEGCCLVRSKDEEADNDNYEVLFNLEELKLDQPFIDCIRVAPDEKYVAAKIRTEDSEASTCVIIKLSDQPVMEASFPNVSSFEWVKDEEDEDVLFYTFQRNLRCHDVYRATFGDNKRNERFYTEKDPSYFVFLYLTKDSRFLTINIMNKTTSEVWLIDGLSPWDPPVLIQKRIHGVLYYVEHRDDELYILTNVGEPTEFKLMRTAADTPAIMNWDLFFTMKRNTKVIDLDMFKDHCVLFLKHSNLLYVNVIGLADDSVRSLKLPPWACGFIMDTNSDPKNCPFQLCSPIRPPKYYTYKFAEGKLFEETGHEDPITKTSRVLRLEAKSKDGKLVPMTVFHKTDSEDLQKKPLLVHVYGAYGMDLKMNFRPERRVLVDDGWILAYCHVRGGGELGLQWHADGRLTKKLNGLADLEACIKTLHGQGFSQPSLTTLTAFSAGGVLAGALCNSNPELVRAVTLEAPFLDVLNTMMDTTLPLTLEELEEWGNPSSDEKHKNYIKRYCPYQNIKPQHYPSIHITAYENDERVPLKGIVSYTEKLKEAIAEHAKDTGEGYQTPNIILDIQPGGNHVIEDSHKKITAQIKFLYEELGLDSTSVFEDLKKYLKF
GSTO1 counter = counter-screen for RBBP9 inhibitors: inhibitors of human GSTO1 | inhibition, % at 5.96 µM | hit rate 1.1% among 300,000 | recombinant GSTO1, activity-based probe fluorescence polarization;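 active means inhibition above the campaign mean inhibition plus 3 SD, cut at about 35% in these data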;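 further: 0% = GSTO1-1 with DMSO and 100% = wells lacking GSTO1-1 enzyme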
Target sequence (P78417 whole entry, looked up): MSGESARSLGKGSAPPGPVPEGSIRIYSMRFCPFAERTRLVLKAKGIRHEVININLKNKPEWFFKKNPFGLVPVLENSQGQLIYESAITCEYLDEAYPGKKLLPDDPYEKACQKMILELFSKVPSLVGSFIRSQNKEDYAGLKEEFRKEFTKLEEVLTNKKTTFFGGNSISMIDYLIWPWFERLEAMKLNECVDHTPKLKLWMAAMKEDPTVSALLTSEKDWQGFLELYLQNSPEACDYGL
LYPLA2 counter = LYPLA2 (human) inhibition in PME1 counter-screen; O95372; AID 2177; inhibition, % at 5.9 µM; hit rate 0.38% among 320,000; recombinant LYPLA2, FP-Rh probe fluorescence polarization;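 active means inhibition above the screen-wide mean plus 3 SD, limit set per campaign, cut at about 26% in these data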;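 further: 0% = LYPLA2 with DMSO and 100% = wells lacking LYPLA2 enzyme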
* marks the source's active call; other numbers are inactive results; x = not tested or not shown. These rows are one share of the data; rates above refer to the full screens.

Screens in order: PAD4 inh	PAFAH1B3 inh	pPAFAH FP inh	PME-1 inh	PAFAH1B2 inh	LYPLA1 counter	PREPL inhibitor	GSTO1 counter	LYPLA2 counter
- Cc1onc(-c2ccccc2Cl)c1C(=O)O/N=C(\N)c1ccccc1
  -4	-1	2	5	1	0	-9	1	-4
- O=C(CN1CCN(c2ccccc2)CC1)Nc1scc2c1c(=O)oc1ccccc12
  -4	-5	9	-5	-2	-3	-8	5	3
- COc1cc(/C=N/NC(=O)c2cccnc2)cc2c1OCO2
  -4	9	-2	0	1	-2	-2	0	-3
- CCc1sc(C(=O)Nc2cccc(-n3cnnn3)c2)cc1C
  -2	7	0	-2	2	-3	2	x	-2
- O=C(NCc1ccccn1)c1cc(S(=O)(=O)N2CCN(c3ccccc3)CC2)ccc1Cl
  -1	1	6	5	8	6	-41	9	9
- Cc1cccc(Oc2coc3cc(O)ccc3c2=O)c1
  7	5	-3	-4	-3	-1	3	-3	-12
- COC(=O)c1ccc(CC(=O)c2ccc(O)cc2O)o1
  -3	10	7	-10	-2	-7	-2	11	-5
- COc1cc(OC)cc(N(C(=O)c2snc(C(N)=O)c2N)C(C(=O)NCC2CCCO2)c2ccc(C)o2)c1 (centres undefined)
  -1	3	5	7	10	7	7	3	5
- O=C(NCc1ccco1)c1nnc(Cc2ccc(F)cc2)o1
  1	-1	5	-1	5	0	-1	4	-3
- Cc1nn(CCOc2cccc(Cl)c2)c(C)c1[N+](=O)[O-]
  3	2	-1	1	2	-2	1	-1	-2
- Cc1ccc2nc(NC(=O)CSCC(=O)OCC(=O)c3ccc(Br)cc3)sc2c1
  0	11	7	0	8	-3	-33	-2	-2
- COc1ccc(OCC(=O)N/N=C(/C)Cc2ccccc2)cc1
  0	-7	1	1	8	3	1	7	2
- Cc1ccc(S(=O)(=O)N2CN(Cc3ccco3)c3nc4ccccc4nc32)cc1C
  2	3	-1	-3	-6	-7	0	9	-7
- COc1cccc(-c2n[nH]c(=S)n2Cc2ccco2)c1
  3	3	0	-5	-5	4	-8	13	-1
- COc1ccc([N+](=O)[O-])cc1NS(=O)(=O)c1cc(C(=O)O)ccc1OC
  2	-2	0	-5	-3	-3	16	9	0
- COc1cc(CNC(=O)c2cc3ccccc3oc2=O)cc(OC)c1OC
  1	9	3	-2	0	2	-2	10	0
- COc1ccccc1C(=O)C1CCCN(Cc2cccc(OCCO)c2)C1 (centres undefined)
  4	7	7	-2	2	1	20	1	2
- CC(=O)Nc1ccc(/C=C(\C#N)C(=O)NCc2ccccc2)cc1
  -10	3	-6	-13	3	-5	5	-8	-8
- C/C(=N\NC(=O)Cc1ccc(F)cc1)c1ccc(O)cc1
  -1	6	0	-1	2	0	0	1	-1
- CN(C)C(=O)c1cn(-c2ccccc2)nc1-c1cc2ccccc2oc1=O
  -1	-4	2	5	1	1	4	2	1
- C[C@H](CO)N1C[C@H](C)[C@H](CN(C)C(=O)Nc2ccc(C(F)(F)F)cc2)Oc2c(NC(=O)c3ccncc3)cccc2C1=O
  -1	16	0	x	5	x	2	x	x
- N=c1c2c3c(sc2ncn1CCN1CCOCC1)CCCC3
  -1	-5	6	-3	1	-1	0	5	5
- COc1c(-c2ccccc2)oc2c(ccc3occc32)c1=O
  -3	0	7	10	-1	-4	3	x	5
- CCCCc1ccc(Nc2nc(CCC)cc(=O)[nH]2)cc1
  -5	2	29*	-1	1	-10	16	-9	-7
- O=C(CCNC(=O)Cn1ccc2ccccc2c1=O)NCCCN1CCOCC1
  1	4	0	-4	0	1	4	-2	5
- Fc1c(F)c(C(F)(F)F)c(F)c(F)c1N/N=C\c1cccs1
  6	15	-2	6	0	-9	17	5	-7
- COc1cc(/C=C/C(=O)O[C@H]2[C@H](O[C@@H]3O[C@@H](C)[C@H](O)[C@@H](O)[C@H]3O)[C@@H](O)[C@H](OCCc3ccc(O)c(OC)c3)O[C@@H]2CO)ccc1O
  -8	5	1	x	3	x	5	x	x
- O=c1c2ccccc2c(C=Nc2ccc(O)cc2)c(O)n1Cc1ccccc1
  -20	0	13	20	3	-13	24	-4	-11
- Cc1ccc(S(=O)(=O)NCCNc2ccc([N+](=O)[O-])cc2C(F)(F)F)cc1
  -3	0	5	-2	1	-2	9	4	18
- O=C(N/N=C/c1ccco1)c1ccn[nH]1
  3	0	2	2	-7	0	-3	7	4
- O=C(Oc1c(CN2CCOCC2)cc(Cl)c2cccnc12)c1ccccc1Br
  0	11	6	4	2	-1	9	18	0
- CCN(Cc1ccc2c(c1)OCO2)C(=O)CSc1nc(C)nc2sc(C)c(C)c12
  -1	0	0	-3	1	2	-8	x	5
- CCN(CC)C(=O)c1cccc(NC(=O)c2ccccc2OCc2c(C)noc2C)c1
  2	4	-1	-4	3	-4	-2	x	-1
- NC(=O)C1CCCN(CC(O)COCc2ccc(Cl)cc2)C1 (centres undefined)
  3	3	3	0	5	3	14	4	7
- CCSc1nnc(NC(=O)[C@@H](NC(=O)c2ccccc2)C(C)C)s1
  -5	5	6	3	-5	1	-3	-2	6
- CN1CC=C2C(C#N)=C(N)C(C#N)(C#N)C(CCc3ccccc3)C2C1 (centres undefined)
  2	6	3	3	22	-1	-19	2	-2
- Cc1nc2ccc(NC(=O)c3cccc(S(=O)(=O)N(C)c4ccccc4)c3)cc2s1
  -5	-13	-4	-29	-11	-29	-12	-23	-46
- COc1ccc(NC(=O)C(F)(OC)C(F)(F)F)c(OC)c1 (centres undefined)
  5	2	3	-3	-2	0	20	-3	1
- O=C(O)C1C2CCC(C2)C1C(=O)NCc1ccco1 (centres undefined)
  2	4	-1	4	2	2	-3	7	0
- CCOc1ccc(S(=O)(=O)Nc2ccccn2)c2ccccc12
  -1	4	-2	-1	-6	-1	0	2	4
- Cc1ccccc1C1CCCN(C(=O)c2cc(COc3c(F)cccc3F)on2)C1 (centres undefined)
  1	7	2	0	3	0	-10	-1	11
- CN(C)CCn1cnc2c1c(=O)n(C)c(=O)n2C
  -3	-1	4	4	0	-3	6	0	-4
- CCn1c(=O)c(CCC(=O)NCCN2CCOCC2)c(C)c2c(C)nn(-c3ccccc3)c21
  3	4	-4	0	4	-5	6	6	-9
- CC1=C(C(=O)Nc2ccccc2F)C(c2cccs2)NC(=S)N1 (centres undefined)
  -1	-4	-2	3	-2	0	-1	-2	1
- CC(=O)c1ccccc1C(=O)N1CCCC(C(=O)c2ccc(C(F)(F)F)cc2)C1 (centres undefined)
  -3	11	4	14	2	1	22	6	0
- N=C1C(c2nc(-c3ccc(Cl)cc3)cs2)=C(O)CN1CCCN1CCOCC1
  -2	5	20	4	3	4	57*	11	3
- COc1ccc(OCC(=O)OCC(=O)c2ccc(OC)c(F)c2)cc1
  2	5	21	4	2	-4	9	x	3
- COC(=O)c1ccc(NC(=O)CN2CCN(c3ccccc3C)CC2)cc1
  -4	1	-6	-3	0	0	-47	4	-3
- CC1(C)CC(=O)C=C(c2cccc(Cl)c2O)C1
  1	6	3	-1	3	1	-6	x	4
- Cc1ccc(OCCn2cnc3ccccc3c2=O)c([N+](=O)[O-])c1
  1	-3	1	9	-1	10	-3	1	4
- CC1CC(C)CN(S(=O)(=O)N2CCCC(C(=O)NCCc3ccc(Cl)cc3)C2)C1 (centres undefined)
  -1	5	6	4	14	4	34	6	6
- CC1CCCCN1S(=O)(=O)c1ccccc1[N+](=O)[O-] (centres undefined)
  -2	3	0	-8	-1	-5	-1	6	2
- O=C(c1cccc(F)c1)N1CCN(Cc2cccc(Br)c2)CC1
  -3	4	3	5	4	-3	9	3	-5
- Cn1nc(-c2ccccc2)c(/C=N/O)c1Cl
  -3	4	3	-3	8	0	8	-5	7
- COCc1nc2ccccc2n1Cc1ccccc1
  3	10	2	4	6	3	3	5	-2
- Cn1c(SCC(=O)c2ccccc2)nnc1-c1cccnc1
  -1	8	-4	0	2	-1	3	9	3
- CN(C)CCCN(C(=O)c1ccco1)c1nc2ccc(F)cc2s1
  -1	7	3	-1	-1	-7	-87	5	-4
- COc1ccc(NC(=O)CCC(=O)c2ccc(-c3ccccc3)cc2)cc1
  -3	-5	-9	-9	2	-2	0	9	-5
- Cc1ccc(C)[n+](CC(=O)c2ccc(-c3ccccc3)cc2)c1
  -3	5	5	-3	7	-3	36	4	-9
- CCOC(=O)c1ccccc1Oc1c(F)c(F)nc(NCCO)c1F
  -2	8	12	2	0	1	-5	5	-3

Arranged by value in PAFAH1B2 inh (low to high): some entries from above
Molecule,PAD4 inh,PAFAH1B3 inh,pPAFAH FP inh,PME-1 inh,PAFAH1B2 inh,PREPL inhibitor
CN(C)CCCN(C(=O)c1ccco1)c1nc2ccc(F)cc2s1,-1,7,3,-1,-1,-87
CN(C)CCn1cnc2c1c(=O)n(C)c(=O)n2C,-3,-1,4,4,0,6
O=C(c1cccc(F)c1)N1CCN(Cc2cccc(Br)c2)CC1,-3,4,3,5,4,9
Cc1ccc(C)[n+](CC(=O)c2ccc(-c3ccccc3)cc2)c1,-3,5,5,-3,7,36

Next compounds
Screens in order: PAD4 inh	PAFAH1B3 inh	pPAFAH FP inh	PME-1 inh	PAFAH1B2 inh	LYPLA1 counter	PREPL inhibitor	GSTO1 counter	LYPLA2 counter
- Cc1cccc(OCCOC(=O)c2ccc(F)c(S(=O)(=O)N3CCOCC3)c2)c1
  -1	2	5	5	4	0	16	x	4
- COc1cccc(N2CCN(CC(=O)Nc3nnc(-c4ccccc4)s3)CC2)c1
  5	0	8	12	4	-12	7	19	-5
- NC(=NCCc1ccccc1)NS(=O)(=O)c1ccccc1
  -9	11	4	-1	4	-4	-3	7	-15
- CCc1noc(C)c1C(=O)N(CC)CC(=O)NCc1ccc(Cl)cc1
  0	13	-3	-7	9	-3	10	x	0
- COc1ccc(-c2cc(C)no2)cc1S(=O)(=O)N1CCOc2ccc(C)cc21
  3	-2	4	-7	0	-6	-9	3	-7

4 entries picked at random from the list so far, as already listed:
Screens in order: PAD4 inh	PAFAH1B3 inh	pPAFAH FP inh	PME-1 inh	PAFAH1B2 inh	LYPLA1 counter	PREPL inhibitor	GSTO1 counter	LYPLA2 counter
- NC(=NCCc1ccccc1)NS(=O)(=O)c1ccccc1
  -9	11	4	-1	4	-4	-3	7	-15
- COc1cccc(N2CCN(CC(=O)Nc3nnc(-c4ccccc4)s3)CC2)c1
  5	0	8	12	4	-12	7	19	-5
- CCc1noc(C)c1C(=O)N(CC)CC(=O)NCc1ccc(Cl)cc1
  0	13	-3	-7	9	-3	10	x	0
- COc1ccc(-c2cc(C)no2)cc1S(=O)(=O)N1CCOc2ccc(C)cc21
  3	-2	4	-7	0	-6	-9	3	-7
